Assay outcomes deposited in PubChem by several laboratories.
APP 5UTR inh: APP translation inhibition; inhibition, % at 2 µM; SH-SY5Y APP 5'UTR-luciferase reporter, luminescence; 190,000 compounds, 0.82% hits; AID 1285;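 active means inhibition above a set limit, derived from the sample mean plus 3 SD, cut at about 45% in these data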; further: values of inactives mirror those of a sister screen read the other way
FLuc inh counter: counter-screen for luciferase assay inhibitors: firefly luciferase inhibition | 200,000 compounds, 1.5% hits | P08659 | ATPLite firefly luciferase biochemical luminescence, 10 min | inhibition, % at 10 µM;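 active means inhibition above about 50% when tested at 10 µM, limit read from the data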
Target sequence (P08659 whole entry, looked up): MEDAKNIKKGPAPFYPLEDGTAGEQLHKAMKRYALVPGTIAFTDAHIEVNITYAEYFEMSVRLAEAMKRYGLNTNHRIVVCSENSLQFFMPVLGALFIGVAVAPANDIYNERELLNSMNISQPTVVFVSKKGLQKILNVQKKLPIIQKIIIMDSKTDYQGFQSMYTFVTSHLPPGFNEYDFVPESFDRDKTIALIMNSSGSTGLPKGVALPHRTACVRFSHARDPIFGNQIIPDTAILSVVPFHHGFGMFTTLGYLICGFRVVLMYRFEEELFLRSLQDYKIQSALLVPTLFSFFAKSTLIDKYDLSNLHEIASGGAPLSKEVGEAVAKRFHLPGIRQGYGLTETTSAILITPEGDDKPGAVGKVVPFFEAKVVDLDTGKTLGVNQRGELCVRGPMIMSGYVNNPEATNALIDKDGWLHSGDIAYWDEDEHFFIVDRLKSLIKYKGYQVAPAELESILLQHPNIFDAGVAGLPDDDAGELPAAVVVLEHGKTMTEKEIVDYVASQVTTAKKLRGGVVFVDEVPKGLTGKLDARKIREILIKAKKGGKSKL
TNAP act hi DEA: TNAP (human) activation, high acceptor. P05186. purified TNAP, CDP-star luminescence, 1 M DEA, 30 min; stronger effect = higher value; 0 = EDTA background, 1 = DMSO-only activity. activation factor at 20 µM. 200,000 tested, under 10 active. AID 1136;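 active means activation factor at least 2 at 20 µM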
Target sequence (P05186 whole entry, looked up): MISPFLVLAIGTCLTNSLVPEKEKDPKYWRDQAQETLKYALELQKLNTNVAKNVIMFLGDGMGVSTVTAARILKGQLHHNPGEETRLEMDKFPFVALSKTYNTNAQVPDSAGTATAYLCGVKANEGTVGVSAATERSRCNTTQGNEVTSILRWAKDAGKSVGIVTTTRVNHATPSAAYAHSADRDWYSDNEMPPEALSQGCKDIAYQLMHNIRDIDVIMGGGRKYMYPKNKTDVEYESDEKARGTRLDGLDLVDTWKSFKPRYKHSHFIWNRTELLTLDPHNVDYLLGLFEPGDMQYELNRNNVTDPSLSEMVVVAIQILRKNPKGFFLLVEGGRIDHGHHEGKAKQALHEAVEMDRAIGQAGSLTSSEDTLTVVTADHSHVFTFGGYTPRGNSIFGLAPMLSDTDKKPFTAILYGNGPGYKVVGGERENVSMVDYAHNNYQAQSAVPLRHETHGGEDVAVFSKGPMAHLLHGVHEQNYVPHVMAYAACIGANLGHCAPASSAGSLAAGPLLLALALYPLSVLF
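Assay system: human TNAP; Input: enzyme diluted 1/800 final; Reagent: CDP-star luminogenic substrate at 100 µM final; Timing: 30 min, room temperature; Signal: luminescence; Evaluation: TNAP activation factor scaled between EDTA and DMSO control wells.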
TNAP inh hiacc: inhibitors of human TNAP at high phosphate acceptor concentration; purified TNAP, CDP-star luminescence, 1 M DEA; P05186; inhibition, % at 20 µM; AID 1135; 200,000 compounds, 0.03% hits;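 active means over 50% inhibition of tissue-nonspecific alkaline phosphatase at 20 µM in the single-dose screen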;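 further: plate controls were DMSO wells for no effect and EDTA-quenched wells as full inhibition for full effect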
bIAP inh: intestinal alkaline phosphatase (bovine) inhibition | purified bovine IAP, CDP-star luminescence, 30 min | inhibition, % at 20 µM | 190,000 tested, under 10 active | AID 1019;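 active means over 50% inhibition of intestinal alkaline phosphatase at 20 µM in the single-dose screen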
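System: purified bovine intestinal alkaline phosphatase (IAP) enzyme; Input: IAP diluted 1/65,000,000 in the well; Measured by: CDP-star luminescence signal; Compound dosing: 20 µM single dose; Incubation: 30 min reaction at room temperature.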
FLuc stim CS: firefly luciferase counter-screen for stimulation assays; P08659; ATPlite luciferase biochemical, luminescence, 10 min; 0 = ATP-free wells, 1 = DMSO control; activation factor at 10 µM; 200,000 tested, under 10 active;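 active means luciferase activation factor, scaled between plate controls, of at least 2 with compound at 10 µM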
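System: luciferase plus luciferin reagent, cell-free; medium: PBS as buffer for the ATP substrate; dosing: test compounds dosed from 2 mM stocks in 100% DMSO; timing: 10 min post-reagent at room temperature; measured by: luminescence measurement of luciferase light output; evaluation: luciferase activation, seen as luminescence increase over controls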
bIAP activator: intestinal alkaline phosphatase (bovine) activation. purified bovine IAP, CDP-star luminescence, 30 min; stronger effect = higher value; fold of DMSO-control signal, blank-subtracted. activation factor at 20 µM. 200,000 compounds, 0.17% hits. AID 1016;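 active means activation factor of 2 or more at 20 µM, a signal rise over negative controls twice the positive control's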
L major viab: reduces viability of Leishmania major promastigotes; inhibition, % at 10 µM; 200,000 compounds, 9% hits; resazurin fluorescence viability; in the data active means inhibition above about 50%;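 further: promastigotes grown with compound for 44 hours at 28 °C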
TNAP inh no acc: TNAP (human) inhibition, acceptor-free conditions; P05186; purified TNAP, CDP-star luminescence, 30 min; inhibition, % at 20 µM; 200,000 compounds, 0.26% hits;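 active means tissue-nonspecific alkaline phosphatase inhibition above about 50% at 20 µM in the single-dose screen, limit read from the data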;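 further: 0% = DMSO negative control and 100% = EDTA positive control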
RAM network inh: inhibitors of the yeast RAM network. 190,000 compounds, 1.8% hits. inhibition, % at 50 µM. AID 868. S. cerevisiae dse1pr::URA3 reporter, 5-FOA growth OD615, 2 d; analog-sensitive cbk1-as2 kinase mutant strain;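 active means inhibition above a set limit, 3 SD over mean compound inhibition, cut at about 8.4% in these data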;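 further: 0% = DMSO-only wells with no growth and 100% = 10 µM 1-NA-PP1 full growth; inhibition rescues growth on 5-FOA so higher OD means more RAM inhibition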
* = called active by the depositor. Outcome played no part in choosing rows. Share with any hit: about 13%.

SMILES	APP 5UTR inh	FLuc inh counter	TNAP act hi DEA	TNAP inh hiacc	bIAP inh	FLuc stim CS	bIAP activator	L major viab	TNAP inh no acc	RAM network inh
CCOc1cc(/C=N/NC(=O)Nc2ccccc2)ccc1O	-69	36	1	-1	-6	0.6	1.1	0	-5	1.4
O=C(Nc1ccccc1C(F)(F)F)c1cc(S(=O)(=O)N2CCC3(CC2)OCCO3)ccc1F	-6	-3	1.1	-5	7	1	0.9	3	-16	3.1
COc1ccc(-c2oc3ncn4nc(COc5ccccc5)nc4c3c2-c2ccc(OC)cc2)cc1	10	-6	1	-3	5	1.1	0.9	2	-13	5.6
CCCCC(=O)Nc1cc(OCC)c(NC(=O)c2ccccc2[N+](=O)[O-])cc1OCC	-22	0	1.1	-8	8	1	0.9	1	-2	2.1
Cc1[nH]c2ccccc2c1C(=O)C(=O)N1CCN(C)CC1	0	-7	1.1	-6	-5	1.1	1	5	-4	4.6
CC1CCc2c(sc3ncn(Cc4ccc(C(=O)O)cc4)c(=O)c23)C1 (stereo not given)	-20	7	1	-4	6	0.9	0.9	-4	-8	3.7
COc1ccc(Cc2nnc(N/N=C/c3ccc(O)cc3)[nH]c2=O)cc1OC	86*	9	1	1	37	0.9	0.6	98*	-138	-0.2
CC(C(=O)N1CCCc2ccccc21)N1CCN(S(=O)(=O)c2ccccc2F)CC1 (stereo not given)	20	-4	1.1	-6	3	1	1	4	-12	0.6
C=C(C)c1cccc(C(C)(C)NC(=O)Nc2ccc3[nH]c(=O)[nH]c3c2)c1	-8	-6	1.1	-7	3	1.1	1	-1	-10	4.5
CCOC(=O)C1=C(C)N=C2c3ccccc3C(=O)C2C1c1ccc(C)cc1 (stereo not given)	-7	-3	1.1	-6	4	1	1	5	8	5.0
Cc1ccccc1NC(=S)Nc1ccc2cn[nH]c2c1	-7	-2	1	0	2	1	1	20	-15	3.2
O=C(CN(Cc1ccccc1)S(=O)(=O)c1ccccc1)NC1CC1	-19	-3	1	-2	-8	1	1.1	-2	-8	-0.5
COC(=O)c1ncccc1SC	1	-2	1	-2	13	1	0.9	28	-3	0.1
Cc1cccc(-c2onc3ccc(C4(C)OCCO4)cc23)c1	-23	1	1	0	-6	1	1.1	2	-1	2.3
O=C(NCCNc1ccc([N+](=O)[O-])cc1C(F)(F)F)c1ccccc1	-10	-1	1	-4	-6	1	1.1	8	-8	-1.4
COc1ccc(C2N3CC4(C)CN2CC(C)(C3)C4)cc1OC (stereo not given)	8	-6	1	-2	-1	1.1	1	-3	5	-0.3
CCOCc1nnc(NC(=O)c2cc(C(=O)OC)cc([N+](=O)[O-])c2)s1	12	-2	1	-2	-18	1	1.2	-3	-2	0.9
Cc1nnc2sc(-c3cccc4ccccc34)nn12	-12	-2	1	-1	3	1	1	-1	-6	1.1
CCOC(=O)CCNC(=O)CNC(=O)OCc1ccccc1	-2	-9	1	-3	9	1.1	0.9	-5	-15	1.7
CC(=O)N/C(=C\c1ccc(C)cc1)C(=O)O	-11	-2	1	-3	-13	1	1.1	-7	2	1.2
CCN(CC)CCn1c(=S)[nH]c2cc3c(cc2c1=O)OCO3	6	-2	1	-1	3	1	1	-6	7	0.4
Cn1cnnc1Sc1ccc(/C=C/C(=O)c2ccc(O)cc2)cc1[N+](=O)[O-]	20	-8	0.9	9	4	1.1	1	100*	6	8.4*
Cc1ccc(NC(=O)c2ccc3c(c2)[nH]c(=O)n3C(C)C)cc1	4	-1	1	-5	0	1	1	6	-10	5.8
Cn1nc(OCc2ccccc2)ccc1=O	0	-7	1.1	-7	5	1.1	0.9	-5	2	2.8
CC(=O)Oc1ccc(-c2nc(-c3cccnc3)no2)cc1	-6	60*	1	2	14	0.4	0.9	-2	-7	-0.2
CCOc1ccc(C(=O)Nn2cnnc2)cc1	9	1	1	-3	2	1	1	-8	-6	0.5
CC(C)CCNC(=O)C(C)N(Cc1ccc(F)cc1)C(=O)c1ccc(CN2CCCCC2)o1 (stereo not given)	-6	-5	1	-3	2	1	1	41	-11	0.5
CCOC(=O)c1[nH]ncc1CN1CCN(Cc2ccc(C)cc2)C(CCO)C1 (stereo not given)	-10	-6	1.1	-6	-5	1.1	1.1	-2	-5	0.4
CCN(CCn1cccn1)C(=O)CCc1nnc(CCCc2ccccc2)o1	-67	-7	1	-2	3	1.1	1	-9	-6	2.0
O=S(=O)(c1ccc2ccccc2c1)N(CC(O)COCc1ccco1)c1ccccc1 (stereo not given)	-4	-9	1	-4	6	1.1	0.9	7	-8	6.0
O=S(=O)(c1cc(Cl)ccc1Cl)n1ccnc1	4	-8	1	-5	1	1.1	1	-4	-6	-0.2
OCn1ncn(-c2ccccc2)c1=S	-16	-6	1.1	-7	9	1.1	0.9	-1	-10	1.8
CCCS(=O)(=O)N1CCN(C(=O)c2ccccc2F)CC1	1	-7	1	0	12	1.1	0.9	7	-4	4.5
Cc1cc(C)n(-c2ccc(C(=O)NCCCN3CCOCC3)cc2)n1	-19	-7	1.1	-9	11	1.1	0.9	-3	-16	1.6
O=C(Cn1cc2c(n1)CCCCC2)NCCCN1CCOCC1	13	-5	1	2	5	1.1	1	-8	-12	2.3
NS(=O)(=O)c1ccc(Nc2nc(-c3ccc(F)cc3)cs2)cc1	3	-2	1	1	-11	1	1.1	23	-17	5.6
COC(=O)C1=C(C)Nc2nnnn2C1c1ccccc1Cl (stereo not given)	28	-7	1	0	1	1.1	1	3	-3	-0.2
COc1ccc(CC(=O)NNC(=O)c2ccc(SCc3cc(F)ccc3F)c([N+](=O)[O-])c2)cc1	-9	0	1	1	4	1	1	-5	-3	3.3
O=[N+]([O-])c1ccc(Oc2ccc(S(=O)(=O)N3CCCCC3)cc2)cc1	-17	-10	1	0	3	1.1	1	44	-19	3.4
CCCCCCCCCC(=O)NNC(=O)c1c(O)c2ccccc2n(CCC)c1=O	-8	-5	1.1	-6	-6	1.1	1.1	5	-28	4.9
CS(=O)(=O)N1CCC(C(=O)NCc2ccco2)CC1	2	0	1	0	7	1	0.9	-8	-6	0.5
CC(=O)N1CCC2(CC1)NC(=O)N(c1ccccc1)N2	-12	-4	1	3	0	1	1	5	-4	1.7
CCOC(=O)C1(Cc2ccc(OC)cc2)CCN(C(=O)CC2CCC(=O)N2)CC1 (stereo not given)	-9	-4	1.1	-10	-13	1	1.1	-4	-11	3.7
O=C1c2ccncc2C(=O)N1CO	-13	3	1	-1	14	1	0.9	0	-9	0.8
O=C(NCCCO)/C(=C\C=C\c1ccccc1)NC(=O)c1ccccc1Cl	-4	6	1	1	12	0.9	0.9	33	-9	2.0
CC(C)(C)NC(=O)c1ccc(COCC(F)(F)F)o1	0	-4	1.1	-6	8	1	0.9	-3	-11	1.5
COC(=O)c1cc2ccsc2n1CC(=O)N(C)c1ccccc1	9	-6	1	2	1	1.1	1	-4	-8	-0.1
CC(C)(O)C#Cc1ccc(CN2CCN(C3CCCC3)C(CCO)C2)cc1 (stereo not given)	-9	-4	1	-3	-17	1	1.2	-3	-2	-0.2
O=C(CC12CC3CC(CC(C3)C1)C2)NC(=S)Nc1ccc(CN2CCOCC2)cc1	-24	-7	1	-4	0	1.1	1	24	-14	1.7
O=S1(=O)CC/C(=N\Nc2ccccc2)c2ccsc21	-3	-1	1	-5	10	1	0.9	-8	-8	5.1
Cc1cc2nc(-c3ccc(SCC(=O)N4CCOCC4)nc3)[nH]c2cc1C	-65	73*	1.1	-5	4	0.3	1	60*	-5	1.6
Cc1cccc(C)c1NC(=O)/C(=C/c1ccco1)c1ccccc1	1	-4	1	-2	2	1	1	20	11	2.6
CN(C(=O)c1coc(=O)c2ccccc12)c1ccc(Br)cc1	-10	3	1	3	-6	1	1.1	1	-7	-0.6
O=C1CCCC(O)=C1Sc1ccccc1C(=O)O	-9	-2	1	-4	-10	1	1.1	-1	-6	1.0
O=C(CSc1nnc2scc(-c3ccccc3)n12)NCc1ccc2c(c1)OCO2	-16	-6	1	-3	22	1.1	0.8	15	-3	9.6*
OC1(c2ccccc2)CCN(Cc2ccccc2)CC1	7	-5	1	-5	-8	1.1	1.1	83*	-12	0.0
CC(NC(=O)c1cccc2ccccc12)c1ccc2c(c1)CCCC2 (stereo not given)	9	-6	1	-3	-37	1.1	1.4	20	-24	0.6
O=S(=O)(c1ccc2c(c1)N(Cc1ccc(Cl)cc1)C1CCCN21)N1CCOCC1 (stereo not given)	-9	-3	1	0	8	1	0.9	-8	-6	3.4
COc1ccc(C)cc1S(=O)(=O)NCCc1ccccc1	0	-7	1	-4	30	1.1	0.7	-2	-7	0.3
C=CCn1c(=O)c2ccccc2n2c(SCC(=O)NCc3cccs3)nnc12	-2	-5	1	-2	7	1	0.9	30	-16	0.9

Whole records, quoted from the list. Screens in order: APP 5UTR inh, FLuc inh counter, TNAP act hi DEA, TNAP inh hiacc, bIAP inh, FLuc stim CS, bIAP activator, L major viab, TNAP inh no acc, RAM network inh
C=CCn1c(=O)c2ccccc2n2c(SCC(=O)NCc3cccs3)nnc12 as listed: -2, -5, 1, -2, 7, 1, 0.9, 30, -16, 0.9
OC1(c2ccccc2)CCN(Cc2ccccc2)CC1 as listed: 7, -5, 1, -5, -8, 1.1, 1.1, 83*, -12, 0.0
CN(C(=O)c1coc(=O)c2ccccc12)c1ccc(Br)cc1 as listed: -10, 3, 1, 3, -6, 1, 1.1, 1, -7, -0.6
Cc1cccc(C)c1NC(=O)/C(=C/c1ccco1)c1ccccc1 as listed: 1, -4, 1, -2, 2, 1, 1, 20, 11, 2.6

The list continues.
SMILES	APP 5UTR inh	FLuc inh counter	TNAP act hi DEA	TNAP inh hiacc	bIAP inh	FLuc stim CS	bIAP activator	L major viab	TNAP inh no acc	RAM network inh
CCN(CC)CCC(=O)NC(C)(C)Cc1ccc(O)cc1	0	-7	1	-2	0	1.1	1	0	-8	1.2
COc1ccc(C(=O)Nc2ccc(-c3ccc(NC(=O)c4ccc(OC)cc4)c(OC)c3)cc2OC)cc1	-18	-6	1	-3	2	1.1	1	19	-18	7.5
CN(CC/C=C1/c2ccccc2CSc2ccccc21)CCCO	8	-6	1.1	-5	-10	1.1	1.1	56*	-10	0.5
CC1(C)CC(=O)C2=C(C1)Nc1nc(SCCN3CCOCC3)[nH]c(=O)c1C2c1cccs1 (stereo not given)	0	-3	1	1	6	1	0.9	-5	-5	1.8
CC1=[N+](C)N(c2ccccc2)C(=O)C1N=Cc1ccccc1Cl (stereo not given)	-6	-4	1.1	-6	-4	1	1	-3	-3	1.9
O=c1cc(N2CCN(c3ccc(F)cc3)CC2)[nH]c(=O)n1C1CCCCC1	-11	-1	1	-1	6	1	0.9	2	-9	1.7
CC(=O)c1sc(NC(=O)C(C)C)nc1C	17	-2	1	0	6	1	0.9	-8	-9	0.9
C#CCOCCOCCOCCNc1nc(N2CCN(C(=O)[C@H](CCCCN)n3cc([C@@H](N)CC(C)C)nn3)CC2)nc(N2CCN(C(=O)[C@H](Cc3cc4ccccc4[nH]3)n3cc([C@@H](N)Cc4ccc(O)cc4)nn3)CC2)n1	-7	3	1	-4	-34	1	1.3	0	-20	-1.3
